Growth percent in the NCI-60 one-dose screen (48 h, 10 µM unless noted): 100 = growth as untreated, 0 = no growth, -100 = all killed.
SF-268 – SF-268 CNS cancer cells. actives 3.1% (n = 82,000)
CAKI-1 – CAKI-1 renal cancer | actives 4.7% (n = 75,000) | AID 1794772
ACHN – ACHN renal cancer; actives 4.9% (n = 81,000); AID 1794771
RXF 393 – RXF 393 renal cancer cells; actives 6.9% (n = 77,000)
SNB-75 – SNB-75 CNS cancer. actives 5% (n = 79,000). AID 1794750
SNB-19 – SNB-19 CNS cancer cells | AID 1794751 | actives 2.5% (n = 81,000)
SF-539 – SF-539 CNS cancer; actives 6.8% (n = 81,000); AID 1794752
A498 – A498 renal cancer cells. actives 5.4% (n = 76,000)
* marks the source's active call; other numbers are inactive results; nt = not tested or not shown; & = joins results of further samples. Rule for the calls: active = growth percent below 10; inactive = the rest.

Short keys – A = SF-268; B = CAKI-1; C = ACHN; D = RXF 393; E = SNB-75; F = SNB-19; G = SF-539; H = A498
mol: C=C1c2c(-c3ccccc3)nn(-c3ccccc3)c2N(C)C23C[C@H]1C1(C)c4c(-c5ccccc5)nn(-c5ccccc5)c4N(C)C(C)(C[C@H]12)C3 (some centres undefined)
  A: 108; B: 95; C: 102; D: 112; E: 91; F: 115; G: 105; H: 103
mol: Cc1ccc(-n2c(C)c(-c3ccccc3)c(-c3ccccc3)c2C)cc1
  A: 82; B: 62; C: 75; D: 77; E: 98; F: 97; G: 79; H: 91
mol: CCCO/N=C/c1ccncc1
  A: 105; B: 103; C: 105; D: 105; E: 95; F: 101; G: 97; H: 79
mol: O=C(O)c1cc(Cl)n[nH]c1=O
  A: 110; B: 100; C: 96; D: 102; E: 96; F: 98; G: 98; H: 99
mol: Cc1ccc(NC(=O)NNc2ccc([N+](=O)[O-])cn2)cc1
  A: 116; B: 92; C: 103; D: 108; E: 91; F: 101; G: 119; H: 87
mol: COc1ccc(-c2nnc(SCC(=O)Nc3ccc(C(=O)/C=C/c4cc(OC)c(OC)c(OC)c4)cc3)n2-c2ccccc2)cc1
  A: 96; B: nt; C: 104; D: 98; E: 81; F: 86; G: 107; H: 95
mol: COc1cc2c(cc1-c1c(C)noc1C)ncc1nc(C3CCOCC3)n([C@H](C)COC(F)F)c12
  A: 65; B: 27; C: 35; D: 55; E: 30; F: 48; G: 34; H: -14*
mol: CN1CCN(CC(O)CO)CC1 (centres undefined)
  A: 106; B: 106; C: 100; D: 116; E: 89; F: 112; G: 117; H: 106
mol: COC(=O)c1c(NC(=O)CSc2nnnn2-c2ccc(OC)cc2)sc(C)c1C
  A: 93; B: 102; C: 87; D: nt; E: 79; F: 102; G: 98; H: 110
mol: N#C/C(=C\c1c(-c2ccccc2)[nH]c2ccccc12)C(=O)c1ccccc1
  A: 54; B: 42; C: 66; D: nt; E: 17; F: 45; G: 22; H: 58
mol: CCN(CC)CCCC(C)Nc1c2ccc(Cl)cc2nc2ccc(O)cc12 (centres undefined)
  A: 58; B: 71; C: 24; D: -20*; E: 35; F: 45; G: 16; H: 91
mol: NC[C@H]1O[C@H](O[C@H]2C(O[C@@H]3O[C@H](CO)[C@@H](O)[C@H]3O)[C@@H](O)[C@H](N)C[C@@H]2N)[C@H](N)[C@@H](O)[C@@H]1O (some centres undefined)
  A: 109; B: 91; C: 91; D: 114; E: 94; F: 102; G: 113; H: 115
mol: CCCCCCCCCCCCSCCCC(=O)O
  A: 103; B: nt; C: 107; D: 118; E: 93; F: 110; G: 98; H: 104
mol: N#Cc1c(-c2ccc(Cl)cc2)nc(N=Nc2c(O)[nH]c3ccccc23)nc1N1CCOCC1
  A: 91; B: 97; C: 104; D: 112; E: 79; F: 96; G: 96; H: 102
mol: COC(=O)c1cc(-c2ccc(C)cc2)[nH]c(=O)c1C#N
  A: 101; B: 86; C: 101; D: 108; E: 95; F: nt; G: 97; H: 121
mol: Cc1cc(C)c(C#N)c(=O)[nH]1
  A: 101&114&113; B: 87&100&101; C: 99&106&114; D: 112&135&123; E: 91&91&93; F: 99&101&95; G: 94&98&99; H: 104&107&120
mol: Cc1ccc(-c2c(-c3ccccc3)c(=O)oc3ccc(C)cc23)cc1
  A: 92; B: 81; C: 91; D: 107; E: 86; F: 95; G: 109; H: 98
mol: Oc1c(Cl)cc(Cl)c(Cl)c1Cl
  A: 99; B: 106; C: 109; D: 113; E: 102; F: 106; G: 102; H: 63
mol: CCN(CCO)C(C(=O)c1ccc(OC)cc1)c1ccc(OC)cc1 (centres undefined)
  A: 99; B: 97; C: 106; D: 105; E: 98; F: 97; G: 104; H: 99
mol: Cc1[nH]c2ccccc2c(=O)c1CNCc1ccccc1
  A: 118; B: 100; C: 105; D: 103; E: 91; F: 86; G: 103; H: 92
mol: Cc1nn(-c2ccccc2)c(N)c1N=C1NC(=O)/C(=C/c2ccc(Br)cc2)S1
  A: 82; B: 68; C: 89; D: 151; E: 85; F: 73; G: 83; H: 67
mol: O=C(Nc1ccc(OS(=O)(=O)O)cc1)C12CC3CC(CC(C3)C1)C2
  A: 107; B: 100; C: 102; D: 103; E: 105; F: 111; G: 107; H: 101
mol: COc1ccc(-c2cn[nH]c2-c2cc(OC)c3c(c2)OCO3)cc1
  A: 38; B: 25; C: 39; D: -31*; E: -13*; F: 42; G: -29*; H: -19*
mol: NC(=S)N1NC(=O)C(N=Nc2ccc(S(=O)(=O)N=C(N)N)cc2)C1=O (centres undefined)
  A: 105; B: 96; C: 95; D: 99; E: 90; F: 100; G: 97; H: 102
mol: CC(=O)c1c(C)nc2ccccc2c1/C=C/c1ccc(Cl)cc1
  A: 107; B: 81; C: 84; D: 104; E: nt; F: 81; G: 84; H: 79

Profiles, quoted from the list.
`O=C(Nc1ccc(OS(=O)(=O)O)cc1)C12CC3CC(CC(C3)C1)C2` is listed as SF-268 = 107; CAKI-1 = 100; ACHN = 102; RXF 393 = 103; SNB-75 = 105; SNB-19 = 111; SF-539 = 107; A498 = 101
`COc1ccc(-c2cn[nH]c2-c2cc(OC)c3c(c2)OCO3)cc1` is listed as SF-268 = 38; CAKI-1 = 25; ACHN = 39; RXF 393 = -31*; SNB-75 = -13*; SNB-19 = 42; SF-539 = -29*; A498 = -19*

(cont.)
Short keys – A = SF-268; B = CAKI-1; C = ACHN; D = RXF 393; E = SNB-75; F = SNB-19; G = SF-539; H = A498
mol: c1coc(-c2cc3nc(N4CCOCC4)nc(-c4ccco4)n3n2)c1
  A: 91; B: 94; C: 101; D: 113; E: 82; F: 93; G: 96; H: 84
mol: COc1ccc(/C(C)=C(\c2ccc(OCCN3CCOCC3)cc2)c2ccc(OC(=O)c3ccccc3)cc2)cc1
  A: 85; B: 79; C: 101; D: 102; E: 117; F: 104; G: 98; H: 107
mol: O=C(O)[C@@H](Cc1ccc2ccccc2c1)NC(=O)n1c2ccccc2c2ccccc21
  A: 43; B: 31; C: 49; D: 15; E: 20; F: 25; G: 1.2*; H: 9.2*
mol: COc1ccc(/C=C2/CN(C(=O)c3ccccc3F)C/C(=C\c3ccc(OC)cc3)C2=O)cc1
  A: 52; B: 68; C: 65; D: 12; E: 69; F: 77; G: 93; H: 122
mol: O=S(=O)(c1ccccc1)C(Br)S(=O)(=O)c1ccccc1
  A: 104; B: 99; C: 104; D: 97; E: 97; F: 93; G: 97; H: 106
mol: Cc1cc2nc3c4cc(Cl)ccc4n(CC(=O)O)c3nc2cc1C
  A: 94; B: 61; C: 90; D: 111; E: 92; F: 96; G: 95; H: 129
mol: C=C(C)COC(=O)Nc1ccccc1
  A: 106; B: 113; C: 109; D: 127; E: 109; F: 106; G: 108; H: 97
mol: O=C(/C=C/c1ccccc1Cl)c1cccc(OCCCOc2cccc(C(=O)/C=C/c3ccccc3Cl)c2)c1
  A: 101; B: 87; C: 99; D: 110; E: 88; F: 102; G: 102; H: 107
mol: CC(C)(C)c1ccc(C(=O)Nc2ccc(S(N)(=O)=O)cc2)cc1
  A: 102; B: 105; C: 102; D: 113; E: 75; F: 101; G: 98; H: 104
mol: Cn1c(=O)c2[nH]c(Nc3cc(Cl)ccc3Cl)nc2n(C)c1=O
  A: 106; B: 102; C: 97; D: nt; E: 115; F: 102; G: 101; H: 66
mol: O=C(CSc1oc(-c2ccccc2)nc1S(=O)(=O)c1ccc(Br)cc1)c1ccccc1
  A: 95; B: 98; C: 103; D: 111; E: 94; F: 97; G: 118; H: 69
mol: Nc1nc(-c2n[nH]c(=S)n2-c2ccc(Oc3ccccc3)cc2)cs1
  A: 105; B: 104; C: 105; D: 124; E: 97; F: 96; G: 96; H: 99
mol: Cc1ccc(/C=C/C(=O)C(=O)/C=C/c2ccc(C)cc2)cc1
  A: 108; B: 95; C: 104; D: 117; E: 90; F: 103; G: 96; H: 101
mol: O=C1/C(=C/c2ccc([N+](=O)[O-])s2)Oc2ccc(Br)cc21
  A: -52*; B: -16*; C: -64*; D: -60*; E: -16*; F: -15*; G: -74*; H: -33*
mol: CCCCCNC(=S)NNC(=S)N/N=C/c1cc(OC)c(OC)c(OC)c1
  A: 91; B: 75; C: 97; D: 95; E: 79; F: 98; G: 94; H: 96
mol: O=C1/C(=C/c2ccc(F)cc2)C=C(c2ccccc2)N1CCc1ccccc1
  A: 74; B: 76; C: 39; D: 56; E: -11*; F: 45; G: 79; H: 81
mol: NC(=S)N/N=C/C=C/c1ccco1
  A: 107&104; B: 91&100; C: 100&110; D: 86&93; E: 97&93; F: 104&100; G: 98&92; H: 105&103
mol: COc1cc(C)ccc1Oc1nc(Nc2ccc(N3CCOCC3)cc2)ncc1NC(=O)Nc1cc(C(F)(F)F)cc(C(F)(F)F)c1
  A: 50; B: nt; C: 24; D: -28*; E: 66; F: 61; G: 66; H: 68
mol: Cn1cc(-c2nn3cc(-c4cccs4)nc3s2)c2cc(Cl)ccc21
  A: 97; B: 69; C: 83; D: 106; E: 80; F: 104; G: 100; H: 102
mol: CC(N)C(=O)NNc1n[nH]c(=S)n1N (centres undefined)
  A: 94; B: 94; C: 108; D: nt; E: 93; F: 99; G: 100; H: 95
mol: CC(=O)c1ccc(NC(=O)Cn2c(Nc3ccc(S(N)(=O)=O)cc3)nc3c2c(=O)n(C)c(=O)n3C)cc1
  A: 98; B: 90; C: 104; D: 106; E: 64; F: 100; G: 96; H: 90
mol: c1ccc(CN2CCC(N3CCCC3)CC2)cc1
  A: nt; B: nt; C: 101; D: 102; E: 109; F: 96; G: 104; H: nt
mol: COC(=O)C(OC(C)=O)C(OC(C)=O)c1ccc(OC)c(OC)c1 (centres undefined)
  A: 100; B: 101; C: 104; D: 125; E: 96; F: 103; G: 105; H: nt
mol: CC(=O)O[C@H]1CO[C@@H]2C(Oc3ccnc(NC4CCN(C(=O)C(C)(C)C)CC4)n3)CO[C@H]12 (some centres undefined)
  A: 107; B: 102; C: 104; D: nt; E: 95; F: 106; G: 101; H: 111
mol: COC(=O)CNC(=O)c1ccc(-n2cc(-c3ccccc3)nn2)cc1
  A: 98; B: nt; C: 113; D: 109; E: 101; F: 100; G: 106; H: nt

3 records picked at random from those above:
Short keys – A = SF-268; B = CAKI-1; C = ACHN; D = RXF 393; E = SNB-75; F = SNB-19; G = SF-539; H = A498
mol: Cn1cc(-c2nn3cc(-c4cccs4)nc3s2)c2cc(Cl)ccc21
  A: 97; B: 69; C: 83; D: 106; E: 80; F: 104; G: 100; H: 102
mol: O=C(O)[C@@H](Cc1ccc2ccccc2c1)NC(=O)n1c2ccccc2c2ccccc21
  A: 43; B: 31; C: 49; D: 15; E: 20; F: 25; G: 1.2*; H: 9.2*
mol: O=C(/C=C/c1ccccc1Cl)c1cccc(OCCCOc2cccc(C(=O)/C=C/c3ccccc3Cl)c2)c1
  A: 101; B: 87; C: 99; D: 110; E: 88; F: 102; G: 102; H: 107

Structural class: the compounds so far containing a thiophene ring, fused or not
Short keys – A = SF-268; B = CAKI-1; C = ACHN; D = RXF 393; E = SNB-75; F = SNB-19; G = SF-539; H = A498
mol: COC(=O)c1c(NC(=O)CSc2nnnn2-c2ccc(OC)cc2)sc(C)c1C
  A: 93; B: 102; C: 87; D: nt; E: 79; F: 102; G: 98; H: 110
mol: O=C1/C(=C/c2ccc([N+](=O)[O-])s2)Oc2ccc(Br)cc21
  A: -52*; B: -16*; C: -64*; D: -60*; E: -16*; F: -15*; G: -74*; H: -33*
mol: Cn1cc(-c2nn3cc(-c4cccs4)nc3s2)c2cc(Cl)ccc21
  A: 97; B: 69; C: 83; D: 106; E: 80; F: 104; G: 100; H: 102

Next part:
Short keys – A = SF-268; B = CAKI-1; C = ACHN; D = RXF 393; E = SNB-75; F = SNB-19; G = SF-539; H = A498
mol: COc1ccc(CNc2cc3cc(OC)c(OC)cc3c(C)n2)cc1CN1CCN(C)CC1
  A: 73; B: 86; C: 94; D: 90; E: 73; F: 96; G: 84; H: 68
mol: COC(=O)[C@@H](Cc1c[nH]c2ccccc12)NC(=O)COc1cc(O)c2c(=O)cc(-c3ccccc3)oc2c1
  A: 83; B: 103; C: 108; D: nt; E: 111; F: 83; G: 97; H: 148
mol: CN(C)S(=O)(=O)c1ccc(Cl)cc1
  A: 105; B: 94; C: 105; D: 109; E: 96; F: 94; G: 101; H: 97
mol: CCCN1[C@@H]2CC[C@H]1/C(=C\c1cc(OC)ccc1OC)C1=C2[C@@H](c2cc(OC)ccc2OC)C(C#N)=C(N)O1
  A: 73; B: 76; C: 54; D: 64; E: 66; F: 80; G: 94; H: 92
mol: CC1=NN(Cc2nc(-c3ccc(N(C)C)cc3)n[nH]2)C(=O)C1
  A: 97; B: 98; C: 99; D: 116; E: 95; F: 101; G: 100; H: 87
mol: CCN(CC)C(=O)c1cc(OC)c(OC)c(OC)c1
  A: 100; B: 92; C: 107; D: 103; E: 72; F: 106; G: 99; H: 84
mol: COc1cccc2nc(Nc3cccc(NC(=O)c4ccc(N5CCOCC5)c(C(F)(F)F)c4)c3)ccc12
  A: 49; B: 35; C: 26; D: 22; E: 30; F: 51; G: 36; H: 59
mol: CCN(CC)CC(O)CCNc1ccnc2cc(Cl)ccc12 (centres undefined)
  A: 103; B: 114; C: 99; D: 105; E: 99; F: 111; G: 106; H: 104
mol: CCCCCCCCCCCCCCn1cc(C2=C(c3coc4ccc(OC)cc34)C(=O)NC2=O)c2ccccc21
  A: 99; B: 89; C: 102; D: 108; E: 81; F: 101; G: 103; H: nt
mol: COc1cc(/C=C/C(=O)c2ccc(Nc3nc(Nc4ccc(F)cc4)nc(Nc4ccc(Cl)cc4)n3)cc2)cc(OC)c1OC
  A: 75; B: 124; C: 78; D: -31*; E: 0.3*; F: 101; G: 68; H: 80
mol: CCOC(=O)C(CC1=CS(=O)(=O)c2ccc(Cl)cc21)(NC(C)=O)C(=O)OCC
  A: 106; B: 95; C: 101; D: 107; E: 109; F: 135; G: 98; H: 90
